Assay outcomes deposited in PubChem BioAssay by Sanford-Burnham Center for Chemical Genomics.
APJ ag – APJ receptor agonism | P35414 | CHO-K1 APJ PathHunter beta-arrestin, luminescence; 0% DMSO wells, 100% apelin | activation, % at 20 µM | hit rate 0.11% among 330,000 | AID 2520;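 active = activation more than six SD over the plate average, tested at 20 µM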;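 note: 0% = DMSO alone and 100% = apelin-13 at 10 nM; some results filed as inactive read as strong as hits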
Target sequence (P35414 whole entry, looked up): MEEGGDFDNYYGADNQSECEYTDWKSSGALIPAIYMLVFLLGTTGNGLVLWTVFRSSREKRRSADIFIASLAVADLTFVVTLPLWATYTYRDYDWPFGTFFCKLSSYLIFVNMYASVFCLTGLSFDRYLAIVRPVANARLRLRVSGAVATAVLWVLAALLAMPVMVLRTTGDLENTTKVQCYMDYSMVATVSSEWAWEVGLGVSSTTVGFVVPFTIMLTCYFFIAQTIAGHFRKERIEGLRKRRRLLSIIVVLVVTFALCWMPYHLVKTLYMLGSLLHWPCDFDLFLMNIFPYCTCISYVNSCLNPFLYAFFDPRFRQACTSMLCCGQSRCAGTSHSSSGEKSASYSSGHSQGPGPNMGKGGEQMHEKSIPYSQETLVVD
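Material: engineered CHO-K1 APJ arrestin reporter cells; amount: 1000 CHO-K1 reporter cells seeded per well; incubation: compound stimulation 90 min at 25 °C, detection 60 min; signal: luminescent beta-gal fragment complementation, chemiluminescent substrate; read-out basis: APJ agonist activity; controls: DMSO-only wells as negative, 10 nM Apelin-13 as positive control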
Jurkat NFkB inh – inhibitors of the PMA/ionomycin-induced NF-kB reporter in Jurkat cells | inhibition, % at 4 µM | hit rate 0.53% among 330,000 | PMA/ionomycin-induced NF-kB luciferase reporter, luminescence | AID 435003; in the data active = inhibition above about 50%
tim23-1 inh – growth inhibitors of tim23-1 mutant yeast; S. cerevisiae tim23-1 growth, BacTiter-Glo luminescence, 24 h; inhibition, % at 20 µM; hit rate 1.3% among 330,000; AID 463212;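 active = growth inhibition of the mutant yeast at or above 50%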;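 note: temperature-sensitive mutant grown at 25 °C; plate controls were DMSO-treated mutant yeast for no effect and medium wells lacking yeast for full effect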
697 NFkB inh – lowers PMA/ionomycin-induced NF-kB signal in 697 B cells | 697 B-cell NF-kB luciferase reporter, 16 h | inhibition, % at 4 µM | hit rate 0.33% among 330,000 | AID 435022; in the data active = inhibition above about 35%
APJ antag – antagonists of human APJ apelin receptor; P35414; CHO-K1 APJ beta-arrestin complementation, luminescence; inhibition, % at 20 µM; hit rate 0.32% among 330,000; AID 2521;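 active = inhibition above about 40% at 20 µM, limit read from the data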;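 note: cells challenged with 10 nM apelin-13 agonist together with compound; plate controls were apelin-13 plus DMSO wells for no effect and DMSO wells lacking apelin-13 for full effect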
UPR CHOP act – activators of apoptotic arm of unfolded protein response (CHOP). activation, % at 10 µM. CHO-CHOP luciferase reporter, UPR activation, luminescence; percent of tunicamycin response over DMSO baseline. AID 449763. hit rate 0.34% among 330,000;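 active = at 10 µM dose, activation of 40% or more, normalized to positive control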;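 note: 100% = tunicamycin at 10 µg/mL and 0% = DMSO alone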
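Test system: CHO-CHOP cells, stable luciferase reporter of PERK-eIF2a-CHOP signalling | Quantity: 500 CHO-CHOP cells per well | Buffer or medium: F12 plus 10% serum | Compound dosing: 10 µM single point, 0.5% DMSO | Schedule: 6 h compound treatment, 37 °C | Signal: Luciferase luminescence | Control set: Tunicamycin high control, DMSO low control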
XBP1 UPR activ – adaptive UPR (XBP1) activation; activation, % at 20 µM; hit rate 0.33% among 330,000; CHO-XBP1 luciferase reporter, IRE1-XBP1 UPR activation, luminescence; percent of tunicamycin response, DMSO as zero;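 active = versus positive control, 20 µM dose yields 30% or more activation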;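 note: 100% = tunicamycin at 10 µg/mL and 0% = DMSO only wells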
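Assay system: CHO-XBP1 luciferase reporter cells; Schedule: 6 h treatment, 37 °C; Detection: glow luminescence from Steady-Glo reagent; Benchmarks: high control tunicamycin 10 µg/mL final, low control DMSO vehicle only.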
Mdm2 MdmX PPI – disrupts the human Mdm2-MdmX interaction. O15151+Q00987. SaOS-2 split-luciferase Mdm2/MdmX complementation, luminescence. inhibition, % at 8 µM. hit rate 3% among 330,000. AID 485346;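 active = inhibition of at least 50% at 8 µM in the primary screen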
An asterisk follows results filed as active.

SMILES | APJ ag | Jurkat NFkB inh | tim23-1 inh | 697 NFkB inh | APJ antag | UPR CHOP act | XBP1 UPR activ | Mdm2 MdmX PPI
CC(=O)Nc1ccc(S(=O)(=O)N2CCN(c3cccc(C)c3C)CC2)cc1 | -5 | 36 | 21 | -9 | 8 | -3.1 | -2 | 48
O=C(Nc1ccc(F)cc1)c1csc(Cc2ccccc2)n1 | -4 | -46 | 33 | 20 | 4 | 0.9 | 4 | -54
Cc1ccc(N(CC(O)Cn2nc(C)cc2C)S(=O)(=O)c2ccc3ccccc3c2)cc1 (configuration not stated) | -4 | 2 | 25 | -16 | 0 | 1.2 | -2 | -3
Cc1ccc(S(=O)(=O)N2CCC(C(=O)NCc3ccccc3CN3CCCC3)CC2)cc1C | -4 | -10 | -5 | -6 | 18 | -0.9 | 2 | 17
Cc1ccc(N2CCN(c3ccc(C)cc3)C2c2ccccn2)cc1 | -3 | -45 | 21 | -66 | 3 | 3.8 | 6 | 2
CCCCCn1c(=O)[nH]c2cc(C(=O)N3CCN(c4ccccc4F)CC3)ccc2c1=O | 2 | -24 | 16 | -7 | -30 | -0.8 | -2 | -4
O=C(CSC(=S)N1CCOCC1)Nc1nc(=O)c2ccccc2s1 | -5 | -3 | 7 | -7 | 0 | -0.5 | -1 | -20
CC(C)c1ccc(S(=O)(=O)N2CCN(C(C)C(=O)NC3CCCC3)CC2)cc1 (configuration not stated) | -1 | 1 | 13 | 17 | 4 | 2.0 | 0 | 6
CCOC(=O)C1CCN(C(=O)CN(Cc2ccc(Cl)cc2)S(C)(=O)=O)CC1 | -2 | 6 | 9 | 7 | 8 | -1.8 | -3 | -4
Cc1nc2ccccc2c2oc(C(=O)N3CCN(C4CCCCC4)CC3)cc12 | 0 | 10 | 10 | -32 | -48 | -1.3 | -1 | 13
COc1cc([N+](=O)[O-])ccc1NC(=O)CSc1ccccn1 | 4 | 5 | 34 | -19 | -27 | 0.7 | -2 | 12
CCOc1ccc(/C=N/NC(=O)c2cc3c(OC)cccc3[nH]2)cc1 | 0 | 6 | -5 | 5 | 7 | 0.4 | 2 | 20

Another view of 2 compounds above:
Structure,APJ ag,Jurkat NFkB inh,tim23-1 inh,697 NFkB inh,APJ antag,UPR CHOP act,XBP1 UPR activ,Mdm2 MdmX PPI
Cc1ccc(N(CC(O)Cn2nc(C)cc2C)S(=O)(=O)c2ccc3ccccc3c2)cc1 (configuration not stated),-4,2,25,-16,0,1.2,-2,-3
Cc1ccc(S(=O)(=O)N2CCC(C(=O)NCc3ccccc3CN3CCCC3)CC2)cc1C,-4,-10,-5,-6,18,-0.9,2,17

(further entries)
SMILES | APJ ag | Jurkat NFkB inh | tim23-1 inh | 697 NFkB inh | APJ antag | UPR CHOP act | XBP1 UPR activ | Mdm2 MdmX PPI
CC(C)N1C(=O)/C(=C/c2nc3ccccc3c(=O)n2-c2ccccc2)c2ccccc21 | -1 | 8 | 60* | -28 | 31 | 5.3 | 11 | 78*
CN(C)N(Cc1ccccc1)C(=O)C(O)(c1ccccc1)c1ccccc1 | -3 | -13 | 28 | -9 | 22 | -0.2 | -5 | 12
N#Cc1cc2c(nc1SCc1cccnc1)CCCC2 | -4 | -9 | -2 | -29 | 13 | 1.2 | 0 | 7
CC(Sc1nc(-c2ccc(F)cc2)cs1)C(=O)N1c2ccccc2CC1C (configuration not stated) | -2 | 8 | 5 | 21 | -13 | 0.9 | -3 | 13
CCOc1cc(NC(=S)NCCCN2CCOCC2)c(OCC)cc1NC(=O)c1ccco1 | -2 | 7 | 11 | -1 | -7 | -1.4 | 4 | 1
O=C(CNC(=O)c1ccccc1)NCC(=O)OCc1ccc(Cl)cc1 | 1 | 11 | 5 | 2 | 4 | 1.1 | 1 | -3
O=C(COC(=O)c1c(Cl)ccc(Cl)c1Cl)NCC1CCCO1 (configuration not stated) | -2 | -10 | 3 | 14 | -18 | 1.0 | -2 | -6
C[C@]12C=CC(=O)C=C1CC[C@@H]1C2=CC[C@]2(C)[C@@H](C(=O)CN3CCN(c4cc(N5CCCC5)nc(N5CCCC5)n4)CC3)CC[C@@H]12 | 2 | 2 | -12 | 21 | 6 | 3.1 | -7 | 31
COc1ccc(NC(=S)NCCSc2ccc(Cl)cc2)c(OC)c1 | -1 | -11 | 50* | 6 | -3 | 0.2 | -2 | 24
COc1ccc(NC(=O)C2CCCN2S(=O)(=O)c2ccc3c(c2)CC(C)N3C(C)=O)cc1OC (configuration not stated) | 1 | 5 | 7 | 16 | -8 | 1.0 | -2 | 21
O=C(CN1C(=O)COc2ccccc21)N1CCc2ccccc2C1 | -6 | -2 | 11 | -1 | 15 | -0.6 | -3 | 21
CN1CCN(S(=O)(=O)c2ccc(Cc3ccc(S(=O)(=O)N4CCN(C)CC4)cc3)cc2)CC1 | -3 | 3 | 0 | -21 | -30 | -2.5 | -2 | 9
COc1ccc(NC(=O)CSc2nc(C)c3c(c2C#N)CCCC3)cc1 | -3 | 11 | 7 | -10 | 9 | -2.1 | -2 | 8
O=C(CCCSc1nnc(Nc2ccccc2F)s1)N1CCOCC1 | -1 | -15 | 2 | -15 | 6 | 4.0 | -1 | 13
CCOC(=O)c1c(C)n(C)c2ccc(OCC(O)Cn3nc(C)c(Br)c3C)cc12 (configuration not stated) | -5 | -8 | 19 | -3 | 3 | -0.8 | 2 | 5
CC1CCN(CCc2nc3cc(NC(=O)COc4ccc([N+](=O)[O-])cc4)ccc3n2C)CC1 | -4 | -26 | -7 | -5 | 12 | -1.2 | -5 | 28
COCCn1c(=O)[nH]c2cc(C(=O)N3CCN(c4cccc(Cl)c4)CC3)ccc2c1=O | 3 | -23 | 17 | -27 | 11 | 1.0 | 2 | -4
COc1ccccc1NC(=O)CSc1ccc2nnc(-c3ccc(C)cc3)n2n1 | -1 | 0 | 11 | -16 | 13 | -0.4 | -5 | 13
CCCc1c(C(=O)N/N=C/c2ccc(OC)c(OCc3ccccc3)c2)nnn1-c1nonc1N | 0 | -50 | -18 | -31 | 20 | 8.8 | -4 | 10
O=C(c1ccccc1)c1coc2c1C(=O)c1ccccc1C2=O | 9 | -36 | 66* | -3 | -36 | -0.5 | 4 | 45
Cc1ccc(-c2nn3c(C)nnc3s2)cc1NC(=O)c1ccco1 | -2 | -3 | -1 | 19 | 8 | -0.8 | -1 | 16
CC(C)CCn1c(SCC(=O)Nc2ccccc2C(F)(F)F)nc2nccnc2c1=O | 4 | 7 | 9 | -12 | -13 | 1.0 | -3 | -3
O=C(NCc1ccc(Cl)cc1)C1CCCN(S(=O)(=O)c2cnc[nH]2)C1 (configuration not stated) | 0 | 12 | 3 | 15 | -1 | 3.1 | 1 | 5
O=C(CSc1nnc(NC(=O)c2cccc(F)c2)s1)NCc1ccco1 | 6 | -15 | 13 | -42 | -6 | 4.7 | -2 | -54
CN(C(=O)CC1C(=O)NCCN1Cc1ccoc1)C1CCOCC1 (configuration not stated) | -3 | 1 | 2 | 6 | 2 | -1.3 | 0 | -46
CCCCOc1ccc(C(=O)NCC(=O)NC2CCN(Cc3ccccc3)CC2)cc1 | -3 | -9 | -5 | -5 | 10 | 5.8 | -2 | 26
CC(C)Nc1nc2ccccc2c(=O)[nH]1 | -5 | 22 | -4 | 14 | 4 | -0.3 | -4 | 27
COCCOC(=O)C1=C(N)OC2=C(C(=O)CCC2)C1c1cccnc1 (configuration not stated) | 3 | -7 | 7 | -31 | 1 | 1.0 | 2 | -10
Cc1ccc(Cl)cc1NC(=O)COC(=O)CN1C(=O)C2CCCCC2C1=O (configuration not stated) | -3 | -1 | 2 | 14 | 8 | -2.0 | 2 | 17
Cc1nc2ccccc2cc1C(=O)Nc1ccccc1Cl | -4 | -5 | 5 | -6 | -4 | 2.8 | 0 | 7
O=C(O)CC1SC(N/N=C/c2ccc(Br)cc2)NC1=O (configuration not stated) | -2 | -10 | 20 | 8 | 9 | -0.4 | -6 | -3
Nc1nccc(-c2ccc(-n3cccc3)cc2)n1 | 0 | -21 | -3 | -32 | 12 | 1.4 | 5 | -10
NC(=O)c1cc(Br)cc(C2CCCCC2)c1O | -4 | -15 | 65* | -4 | -9 | 0.8 | 6 | 39
Cc1ccccc1NS(=O)(=O)c1ccc(C(=O)N2CCCC(C(F)(F)F)C2)cc1 (configuration not stated) | 1 | 0 | 20 | -21 | 10 | -1.4 | 0 | 21
CCCCOC(=O)C(C)c1c(C)[nH]c(=S)[nH]c1=O (configuration not stated) | -4 | -8 | -5 | 9 | -18 | -1.2 | 0 | 2
CCOc1ccc(OCCOc2cccc(C(F)(F)F)c2)cc1 | 0 | 3 | 9 | -21 | 12 | 0.6 | -1 | -10
COc1ccc(OC)c(/C=C/c2nc3ccccc3[nH]c2=O)c1 | 3 | 24 | -6 | 7 | -3 | 1.0 | 1 | 19
CCCCCCNCC1OCc2ccccc2CO1 | -3 | 7 | -5 | 14 | 12 | -0.1 | 4 | 10
CCCCNC(=O)c1cc2cc(CC)ccc2[nH]1 | 0 | -9 | -5 | -17 | -6 | 2.4 | -2 | 10
O=S(=O)(c1cccc(NC(=S)Nc2ccc(Br)cc2Cl)c1)N1CCOCC1 | -3 | -7 | 7 | 11 | 9 | 1.9 | -4 | 6
COc1ccc(Nc2nc(NCCCN3CCOCC3)nc(N)c2[N+](=O)[O-])cc1 | 2 | -4 | 12 | -18 | -4 | 1.0 | 6 | -6
Cc1cccc(N2C(=O)c3ccc(C(=O)Nc4c[nH]c(=O)[nH]c4=O)cc3C2=O)c1 | -3 | -5 | -4 | 20 | 4 | 1.2 | -1 | 9
COC(=O)C1Cc2c([nH]c3ccccc23)C(C)N1 (configuration not stated) | -4 | 5 | 4 | 31 | -5 | -1.1 | -1 | 6
CCn1cc(CNC(=O)c2ccc(OC3CCN(Cc4ccccn4)CC3)cc2)cn1 | 6 | 17 | 12 | -17 | -21 | 1.8 | -3 | 22
CC1=CC(=O)C=CC1(C)C(Cl)Cl (configuration not stated) | -1 | -9 | -8 | 18 | 5 | -1.7 | 1 | 12
C/C=C1\COC(C(=O)NCc2ccccc2)(C(F)(F)F)C=C1C=C(C)C (configuration not stated) | 9 | 0 | 31 | 0 | 19 | -1.2 | -3 | 14
Cc1oc(-c2cc(F)ccc2F)nc1CN1CCN(c2cnccn2)CC1 | -3 | -3 | 14 | 5 | -6 | 1.3 | 8 | 2
COc1cc2[nH]c(C(=O)N3CCc4ccccc43)cc2c(OC)c1OC | 1 | -52 | 31 | -9 | 14 | 7.0 | 7 | -12

Four compounds picked at random from those above, as already listed:
SMILES | APJ ag | Jurkat NFkB inh | tim23-1 inh | 697 NFkB inh | APJ antag | UPR CHOP act | XBP1 UPR activ | Mdm2 MdmX PPI
O=S(=O)(c1cccc(NC(=S)Nc2ccc(Br)cc2Cl)c1)N1CCOCC1 | -3 | -7 | 7 | 11 | 9 | 1.9 | -4 | 6
COc1ccc(Nc2nc(NCCCN3CCOCC3)nc(N)c2[N+](=O)[O-])cc1 | 2 | -4 | 12 | -18 | -4 | 1.0 | 6 | -6
C/C=C1\COC(C(=O)NCc2ccccc2)(C(F)(F)F)C=C1C=C(C)C (configuration not stated) | 9 | 0 | 31 | 0 | 19 | -1.2 | -3 | 14
Cc1oc(-c2cc(F)ccc2F)nc1CN1CCN(c2cnccn2)CC1 | -3 | -3 | 14 | 5 | -6 | 1.3 | 8 | 2
